Assay outcomes deposited in PubChem by National Center for Advancing Translational Sciences (NCATS).
FLuc counter: inhibits or activates purified firefly luciferase, miR-21 counter-screen; AID 588342; Potency, µM (doses to about 57.5 µM), inactives show top-dose activity change, negative = inhibition, hits mostly inhibitors; actives 6.9% (n = 360,000); purified FLuc, Km substrates, luminescence inhibition; P08659; active = well fitted inhibition curve with a large enough effect; inconclusive = small, poorly fitted or top-dose-only effect;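 also: plate controls were vehicle for no effect and reference inhibitor for full effect; nearly all actives have a fitted effect of over 55% in size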
Target sequence (P08659 whole entry, looked up): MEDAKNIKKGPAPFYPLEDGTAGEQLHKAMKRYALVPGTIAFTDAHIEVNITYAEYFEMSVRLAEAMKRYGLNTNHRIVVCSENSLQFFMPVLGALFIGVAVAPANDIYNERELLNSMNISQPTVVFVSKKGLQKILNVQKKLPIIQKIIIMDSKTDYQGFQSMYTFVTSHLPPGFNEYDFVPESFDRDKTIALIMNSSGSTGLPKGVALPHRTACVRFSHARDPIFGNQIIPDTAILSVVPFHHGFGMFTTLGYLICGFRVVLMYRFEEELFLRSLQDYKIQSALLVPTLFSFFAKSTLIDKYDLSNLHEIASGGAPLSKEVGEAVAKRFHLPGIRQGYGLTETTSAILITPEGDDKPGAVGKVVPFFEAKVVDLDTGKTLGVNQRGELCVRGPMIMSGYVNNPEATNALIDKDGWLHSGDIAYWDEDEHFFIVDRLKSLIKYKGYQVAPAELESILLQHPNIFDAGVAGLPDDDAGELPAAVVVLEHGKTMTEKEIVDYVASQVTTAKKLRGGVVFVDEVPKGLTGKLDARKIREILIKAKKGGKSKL
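Biochemical qHTS of compounds, final roughly 60 µM downward over six points, against 10 nM purified firefly luciferase using Km concentrations of substrates (10 uM D-luciferin, 10 uM ATP) in Tris acetate pH 7.5 buffer; luminescence output.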
An asterisk follows results filed as active; ? = inconclusive. Potency is read from the fitted curve at half-maximal effect. Some of the compounds tested (hit frequency here may not be typical).

SMILES	FLuc counter
CCc1ccc(-n2c(N3CCN(c4cccc(C)c4C)CC3)nc3ccccc3c2=O)cc1	0.6%
O=C(Nc1ccc(-c2cc(C(F)(F)F)nn2-c2ccccc2)cc1)c1cccc(F)c1	-6.4%
O=C(COc1ccc(Cl)cc1)Nc1ccc2nc(SCC(=O)N3CCCC3)sc2c1	-15.3%
COc1ccc(OC)c(-c2noc(CSc3nnc(Cc4ccccc4)n3-c3cccc(C)c3)n2)c1	-18.9%
CCC(C(=O)Nc1ccc(F)cc1F)n1nc(-c2ccccc2)c2c(c1=O)CCCC2 (configuration not stated)	-12.2%
COc1ccc2c(c1)c(=O)c(C(=O)c1ccc(Cl)cc1)cn2CC(=O)Nc1ccc2c(c1)OCCO2	2.1%
Cc1cccc(OC(=O)CSc2nnc(CNC(=O)c3ccccc3)o2)c1C	-6.9%
COc1ccc(Cl)cc1NC(=O)c1c(C(=O)Nc2cccc(C)c2C)sc2nc(C)cc(=O)n12	1.4%
Cc1ccc2cccc(NC(=O)c3ccc(C#N)cc3F)c2n1	-3.7%
CCOC(=O)c1ccc(NS(=O)(=O)c2ccc(Br)s2)cc1	?
COc1ccccc1NC(=O)c1c(NC(=O)Cc2ccccc2)sc2c1CCC(C(C)(C)C)C2 (configuration not stated)	0.4%
COc1cc(C(=O)OCc2cc(=O)n3nc(C4CCCCC4)sc3n2)cc(OC)c1OC	?
CC(NC(=O)Cc1ccc(NC(=O)N2CCCCc3ccccc32)cc1)c1ccccc1 (configuration not stated)	?
Cc1ccc(C)c(NC(=O)/C(C#N)=C/c2ccc(C(C)C)cc2)c1	5.1%
COc1cc(C2Nc3ccccc3-c3nnc(SCc4ccc(C)cc4)nc3O2)cc(OC)c1O (configuration not stated)	?
COc1ccccc1NC(=O)CSC1=Nc2ccccc2C2=NC(CCC(=O)NCc3cccs3)C(=O)N12 (configuration not stated)	5.4%
COc1ccc(-n2nc(C(=O)NCCc3ccc(Cl)cc3)c3c4ccccc4n(C)c3c2=O)cc1	-0.6%
Cc1ccc2nc(-c3ccc(NC(=O)c4ccccc4S(C)(=O)=O)cc3)sc2c1	21.3µM*
Cc1cccc(-c2noc(C3CC(=O)N(c4ccc5c(c4)OCCO5)C3)n2)c1 (configuration not stated)	-0.2%
Cc1cccc(C(=O)OCc2cc(=O)n3nc(C4CCCCC4)sc3n2)c1	6.0%
Cc1cccc(N2CCN(C(=O)Cn3ncc4c3-c3cc(C)ccc3OC4)CC2C)c1 (configuration not stated)	-12.6%
Cn1nccc1C(=O)NCc1ccc2c(c1)CCN2C(=O)c1ccc(Cl)cc1	-16.4%
CCOc1ccc(CC(=O)Nc2ccc3c(c2)N(C)C(=O)c2ccccc2S3)cc1OCC	3.6%
CCOc1ccc(-n2c(SCC(=O)N3CCCC3)nc3c([nH]c4ccccc43)c2=O)cc1	-2.2%
Cc1ccc(O)c(NC(=O)c2ccc(Br)c(S(=O)(=O)N3CCCCC3)c2)c1	?
Cc1ccc2c(c1)C(c1ccc(F)cc1)N(C(=O)c1ccc(S(=O)(=O)N3CCCCC3)cc1)CC(=O)N2 (configuration not stated)	-2.5%
COc1ccc(CCNC(=O)c2cc3cccc4c3n2CC(C)S4)c(OC)c1OC (configuration not stated)	-16.9%
CCOc1ccc(-c2nc(CSCC(=O)NCCc3ccc(OCC)c(OCC)c3)c(C)o2)cc1	-15.5%
CCn1nc(-c2ccccc2)c(-c2ccccc2)c(C(=O)Nc2ccc(NC(C)=O)cc2)c1=O	-18.3%
CCOC(=O)c1c(Oc2ccc(OC)cc2)nnc(-c2ccccc2)c1-c1ccccc1	1.9%
Cn1c(=O)oc2cc(S(=O)(=O)N3CCCC(C(=O)NCCc4ccc(Cl)cc4)C3)ccc21 (configuration not stated)	0.7%
CCCCN(C)S(=O)(=O)c1ccc(C(=O)Nc2ccc(-c3nc4ccc(C)cc4s3)cc2)cc1	?
COc1cccc(-c2cc(C(=O)Nc3ccc(OC)cc3OC)no2)c1	?
COc1ccc(-c2ccc(=O)n(CC(=O)Nc3ccc(Br)cc3F)n2)cc1	2.7%
CCOc1ccc(C(=O)Nc2ccc(C(=O)OCc3cc(=O)n4ccsc4n3)cc2)cc1	-3.0%
Cc1cccc(N2CCN(C(=O)C3CCN(S(=O)(=O)c4cn(C)cn4)CC3)CC2)c1C	-6.0%
Cc1cccc(NC(=O)CSc2nncn2C)c1	-4.9%
CCOC(=O)c1noc2ncnc(NCc3ccccc3OC)c12	0.1%
O=C(NC1CC(=O)N(c2ccc(F)cc2)C1)c1ccco1 (configuration not stated)	-2.7%
CCOC(=O)CSc1nc2sc3c(c2c(=O)n1Cc1ccccc1)CCC(C(C)(C)C)C3 (configuration not stated)	3.4%
O=C(NCCCN1CCCCC1)c1cc(Sc2ccc(Cl)cc2)nc2ccccc12	-3.5%
Cc1ccc(Cl)cc1N1CCN(C(=O)c2cnn(C(C)(C)C)c2C2CCN(C(=O)OC(C)(C)C)CC2)CC1	2.6%
O=C(CSc1nccn1Cc1ccc(F)cc1)Nc1ccc2c(c1)OCCO2	?
CCc1ccccc1NC(=O)C1CCN(S(=O)(=O)c2ccc3[nH]c(=O)ccc3c2)CC1	-2.9%
O=c1c2oc3ccccc3c2n(Cc2ccc(Cl)cc2)c(=O)n1Cc1ccc2c(c1)OCO2	-6.0%
Cc1ccccc1Cn1c(SCc2ccc(C(=O)NC3CCCCC3)cc2)nc2ccncc21	?
Cc1ccccc1Nc1cc(C(=O)NC2CCC(C)CC2)c2ccccc2n1 (configuration not stated)	3.7%
Cc1ccc(S(=O)(=O)c2nnn3c2nc(N2CCCC2)c2sccc23)cc1C	-6.2%
Cc1ccccc1OCC(=O)OCc1cc(=O)n2nc(C3CCCCC3)sc2n1	-3.4%
CCSc1ccccc1C(=O)N1CCN(c2nc3ccccc3s2)CC1	-12.6%

3 structures from above, ordered by formula weight, falling:
SMILES	FLuc counter
Cc1ccc(O)c(NC(=O)c2ccc(Br)c(S(=O)(=O)N3CCCCC3)c2)c1	?
CCOC(=O)c1c(Oc2ccc(OC)cc2)nnc(-c2ccccc2)c1-c1ccccc1	1.9%
Cc1cccc(OC(=O)CSc2nnc(CNC(=O)c3ccccc3)o2)c1C	-6.9%

More results follow.
SMILES	FLuc counter
COC(=O)c1cc2sc(Cl)cc2n1Cc1c(C)cc(C)cc1C	-2.5%
C=Cc1ccc(COc2ccc3oc(-c4ccccc4)c(C(=O)OCC)c3c2)cc1	-1.7%
Cc1ccc2nc(-c3cccs3)c(Nc3ccc4c(c3)OCCO4)n2c1	?
CCc1ccc(NC(=O)CCn2nc(-c3ccccc3OC)c3c(C)cc(C)nc32)cc1	?
CC(C)Oc1ccc(CNC(=O)C2CCCN(S(=O)(=O)c3ccc4c(ccn4C)c3)C2)cc1 (configuration not stated)	-3.9%
O=C(CC1N=C2c3ccccc3N=C(SCc3cccc(Cl)c3)N2C1=O)NC1CCCCC1 (configuration not stated)	-0.4%
Cc1nc2nc(SCC(=O)NC3CCC(C)CC3)nn2c(C)c1Cc1ccccc1Cl (configuration not stated)	-17.6%
COc1cccc(CNC(=O)CCn2cccn2)c1	-2.2%
O=C(CSc1nc2c([nH]c3ccccc32)c(=O)n1-c1ccc(F)cc1)Nc1ccc2c(c1)OCO2	-4.0%
COc1ccc(CNC(=O)c2ccc(NC(=O)N3CC4CCCN4c4ccccc43)cc2)cc1 (configuration not stated)	-15.4%
CCc1ccc(NC(=O)N(Cc2cn(CC)c3ccccc23)C2CCCCC2)cc1	?
O=C(Oc1ccc(Cl)cc1)c1cc(-c2ccc3c(c2)OCCO3)on1	6.01µM*
NS(=O)(=O)c1ccc(NC(=O)CCn2c(=O)oc3ccccc32)cc1	-2.9%
O=C(Cn1ncn2c(cc3ccccc32)c1=O)NCc1ccc(F)cc1	5.5%
Cc1ccc2c(c1)-c1onc(C(=O)N(C)c3cccc(C(F)(F)F)c3)c1CO2	?
Cc1ccc2occ(CC(=O)Nc3ccc(S(N)(=O)=O)cc3)c2c1	-5.4%
O=C(NCc1ccccc1Cl)c1ccc(NC(=O)c2nsc3ccccc23)cc1	3.79µM*
CC(Nc1ccc(-c2nc(-c3ccccn3)no2)cc1[N+](=O)[O-])c1ccccc1 (configuration not stated)	?
O=C(Nc1cc(Cl)cc(Cl)c1)c1ccc(F)c(S(=O)(=O)N2CCN(c3ccccc3F)CC2)c1	-2.0%
COc1ccc(-c2c3c(nc4sc(C(=O)Nc5ccc(F)cc5)c(N)c24)CC(C)(C)CC3=O)cc1	5.8%
CCC1CCCCN1C(=O)Cn1c(=O)n(CCCCCC(=O)NCc2ccccc2)c(=O)c2sccc21 (configuration not stated)	-16.2%
CCC(=O)N1CCc2cc(Br)cc(S(=O)(=O)N3CCCC(C(=O)Nc4cc(C)ccc4OC)C3)c21 (configuration not stated)	-10.5%
COc1ccccc1CNc1ncnc2c1nnn2C	-4.7%
CCOc1ccc(NC(=O)c2ccc3c(c2)CCN3S(=O)(=O)CC)cc1	-16.9%
Fc1ccc(-c2noc3ncnc(NCCc4ccc(Cl)cc4)c23)cc1	-13.1%
CCN1C(=O)c2ccccc2S(=O)c2ccc(C(=O)NCc3ccc(Cl)cc3)cc21 (configuration not stated)	-6.4%
Cc1ccc(-c2nc(C(=O)NCc3ccccc3Cl)c3n2CCCCC3)cc1	-1.1%
O=C(NCCCc1ccccc1)c1ccc2c(c1)sc1nc(-c3ccc(F)cc3)cn12	-6.7%
Cc1ccc2oc(-c3cc(NC(=O)c4cccs4)cc(C)c3O)nc2c1	?
O=C(CSc1nc2c(c(=O)[nH]1)CN(Cc1ccc3c(c1)OCO3)CC2)Nc1cc(F)ccc1F	-5.0%
COC(=O)c1ccc(NC(=O)C(=O)NCCc2csc3nc(-c4ccccc4F)nn23)cc1	-2.0%
Cc1ccc(-n2c(COCC(=O)O)nc3cccnc32)cc1	-6.4%
Cc1noc(Cn2c(=O)c3ccccc3n(CC(=O)Nc3cccc(Cl)c3C)c2=O)n1	-2.7%
CCn1c(=O)c2cc(C(=O)NCCc3ccc(OC)c(OC)c3)sc2c2ccccc21	-8.1%
CCCOc1ccc(C(=O)Nc2ccc3oc(-c4ccc5ccccc5c4)nc3c2)cc1	6.4%
COc1ccc(NC(=O)Cn2c(=O)oc3cc(S(=O)(=O)N4CCCCC4C)ccc32)cc1 (configuration not stated)	-17.0%
Cc1ccc2oc(C(=O)N(Cc3cccc(F)c3)C3CCS(=O)(=O)C3)c(C)c2c1 (configuration not stated)	-2.9%
COc1cccc(C2CC(=O)N3CN(C4CCCCC4)CSC3=C2C#N)c1 (configuration not stated)	?
CCc1ccc(-n2c(=O)c3sc4ccccc4c3n(CC(=O)N(CC)Cc3ccccc3)c2=O)cc1	3.8%
CCOc1ccccc1CNC(=O)C1CCN(Cc2cc3ccccc3n2Cc2ccccc2)CC1	3.4%
COc1cccc(CN(C(=O)COc2ccc(Cl)c(C)c2)C2CCS(=O)(=O)C2)c1 (configuration not stated)	1.4%
Cc1nc(-c2ccccc2)sc1CCNC(=O)c1ccco1	-9.8%
Cc1ccc(CCNc2nc3c(S(=O)(=O)c4ccc(C)cc4)nnn3c3ccsc23)cc1	0.2%
CNC(=O)Cn1cc(S(=O)(=O)Cc2ccccc2F)c2ccccc21	0.2%
Cc1ccc(-c2nc3scc(CCNS(=O)(=O)c4c(C)noc4C)n3n2)cc1	-10.2%
Cc1cc(C)cc(NC(=O)c2cc(S(=O)(=O)N3CCOCC3)cn2C)c1	-2.5%
COc1ccc(Cl)cc1NC(=O)c1cc(S(=O)(=O)N2CCC(C)CC2)cn1C	-0.3%
Cc1cc(C)c(NC(=O)C(C)n2nc(C)c3sc4ccccc4c3c2=O)c(C)c1 (configuration not stated)	-18.0%
COCCNC(=O)c1ccc2nc(Cc3ccccc3)oc2c1	-11.7%
O=C(OCC1CCCO1)c1ccc2c(c1)N(Cc1cccc(Cl)c1)C(=O)c1ccccc1S2(=O)=O (configuration not stated)	-2.4%
Next part.
SMILES	FLuc counter
CCCOc1ccccc1Cn1c(=O)sc2ccccc21	-19.5%
CCOC(=O)C1CCCN(C(=O)Cn2ncc3c(C)n(Cc4ccccc4F)c(C)c3c2=O)C1 (configuration not stated)	-12.7%
COc1ccc(NC(=O)Cc2csc(C)n2)cc1	-2.4%
Cn1c(NCCCCO)nc2c1c(=O)n(Cc1ccc(Cl)cc1)c(=O)n2C	3.4%

13 entries from above, ordered by number of heavy atoms, low to high.
SMILES	FLuc counter
COc1ccc(NC(=O)Cc2csc(C)n2)cc1	-2.4%
CCCOc1ccccc1Cn1c(=O)sc2ccccc21	-19.5%
Cc1nc(-c2ccccc2)sc1CCNC(=O)c1ccco1	-9.8%
COCCNC(=O)c1ccc2nc(Cc3ccccc3)oc2c1	-11.7%
CNC(=O)Cn1cc(S(=O)(=O)Cc2ccccc2F)c2ccccc21	0.2%
Cc1cc(C)cc(NC(=O)c2cc(S(=O)(=O)N3CCOCC3)cn2C)c1	-2.5%
Cn1c(NCCCCO)nc2c1c(=O)n(Cc1ccc(Cl)cc1)c(=O)n2C	3.4%
COc1ccc(Cl)cc1NC(=O)c1cc(S(=O)(=O)N2CCC(C)CC2)cn1C	-0.3%
Cc1cc(C)c(NC(=O)C(C)n2nc(C)c3sc4ccccc4c3c2=O)c(C)c1 (configuration not stated)	-18.0%
Cc1ccc(CCNc2nc3c(S(=O)(=O)c4ccc(C)cc4)nnn3c3ccsc23)cc1	0.2%
CCOC(=O)C1CCCN(C(=O)Cn2ncc3c(C)n(Cc4ccccc4F)c(C)c3c2=O)C1 (configuration not stated)	-12.7%
O=C(OCC1CCCO1)c1ccc2c(c1)N(Cc1cccc(Cl)c1)C(=O)c1ccccc1S2(=O)=O (configuration not stated)	-2.4%
CCOc1ccccc1CNC(=O)C1CCN(Cc2cc3ccccc3n2Cc2ccccc2)CC1	3.4%
